KCNQ1 pot: potentiates or activates the human KCNQ1 potassium channel; B-score at 10 µM; actives 0.35% (n = 310,000); AID 2648; P51787; CHO-K1 KCNQ1, thallium flux FluxOR fluorescence; active compounds read high;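 active = fluorescence ratio B-score, a plate-corrected score, at least three library SD, with initial intensity B-score within 5 SD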
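Test system: CHO-K1 cells stably expressing KCNQ1 / Medium: assay buffer / Also added: depolarizing K+/Tl+ stimulus, K2SO4 and Tl2SO4 each 12.5 mM in 5x stock / Incubation: 90 min dye loading and 20 min compound exposure, both at room temperature / Signal: thallium influx via FluxOR fluorescence, kinetic imaging / Evaluation: B score of baseline-normalized fluorescence ratio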
Dyrk1A ADPGlo: inhibitors of rat Dyrk1A kinase | Q63470 | ADP-Glo luminescence, NFATc1 peptide | inhibition, % at 12.5 µM | actives 0.43% (n = 310,000) | AID 504441; in the data active = inhibition above about 50%;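 note: plate controls were vehicle with enzyme for no effect and no enzyme for full effect; many of its hits are not listed in these tables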
PolyA inhibitor: yeast polyadenylation inhibition; S. cerevisiae SKY197-pL101 polyadenylation reporter, beta-gal luminescence; efflux-impaired pdr1/pdr3 knockout yeast; score 100 = 6 SD above DMSO; calls only at 12 µM; actives 0.02% (n = 300,000); AID 1875;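 active = lowest replicate activity score at least 50, where 100 means six control SD above control mean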;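 note: yeast exposed to compound for 9 h at 30 °C; higher score means more reporter readthrough which indicates perturbed polyadenylation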
hERG protect: hERG (human) protection from proarrhythmic block | CHO-hERG, FluxOR thallium flux, dofetilide IC70 present | activation (rescue from dofetilide block), less the hit threshold, % at 10 µM | actives 0.51% (n = 310,000);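 active = activation above the mean of controls blocked by dofetilide plus 5 SD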;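 note: thallium influx through hERG after potassium depolarization seen as dye fluorescence rise; in these data hits start at about 4.7%; inactives centre near -7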
KCNQ1 inh: blocks the human KCNQ1 potassium channel; actives 1.3% (n = 310,000); B-score at 10 µM; CHO-K1 KCNQ1, FluxOR thallium flux fluorescence; active compounds read high; P51787;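 active = compounds whose thallium flux B-score, printed positive for inhibition, exceeds three library SD while starting fluorescence stays within three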;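 note: channel opened by potassium depolarization with thallium stimulus after 20 min compound exposure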
TRPC4 potent: TRPC4 (mouse) allosteric potentiation; Q9QUQ5; HEK293 TRPC4beta/mu-opioid, DAMGO EC20, Fluo-4 Ca2+ flux; active compounds read high; B-score at 10 µM; actives 0.42% (n = 310,000); AID 2227;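 active = B-score of calcium response area above 5 SD of library B-scores, with initial fluorescence ratio within 5 SD of library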;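 note: B-score of integrated fluorescence ratio over time as area under calcium response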
KCNK3 block: human KCNK3 channel inhibition, primary screen; CHO-KCNK3 thallium flux, FluxOR fluorescence; active compounds read low; B-score at 10 µM; actives 0.84% (n = 340,000); AID 602410;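 active = B-score under library mean minus 4 SD, starting fluorescence ratio at most library mean plus 5 SD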;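 note: more negative B-score means stronger inhibition of thallium flux through KCNK3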
Target sequence (O14649 whole entry, looked up): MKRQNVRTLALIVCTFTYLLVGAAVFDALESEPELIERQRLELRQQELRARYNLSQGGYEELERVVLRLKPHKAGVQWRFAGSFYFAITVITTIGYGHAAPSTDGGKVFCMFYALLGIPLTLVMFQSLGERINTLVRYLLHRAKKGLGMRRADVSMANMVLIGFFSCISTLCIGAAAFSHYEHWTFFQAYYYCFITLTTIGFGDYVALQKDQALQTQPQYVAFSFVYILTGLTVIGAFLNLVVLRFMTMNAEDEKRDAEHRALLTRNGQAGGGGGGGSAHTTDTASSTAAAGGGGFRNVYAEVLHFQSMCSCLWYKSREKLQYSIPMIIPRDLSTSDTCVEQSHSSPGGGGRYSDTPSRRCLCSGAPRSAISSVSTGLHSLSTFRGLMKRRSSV
TRPC4 agonist: activators of mouse TRPC4 channel; HEK293 TRPC4beta/mu-opioid, Fluo4 calcium fluorescence; active compounds read high; B-score at 10 µM; actives 0.49% (n = 310,000); AID 2237;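 active = B-score above 5 SD of library B-scores, and initial fluorescence ratio not above library mean plus 5 SD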;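 note: positive B-score marks a calcium rise read as TRPC4 activation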
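Test system: HEK293 cells stably co-expressing mouse TRPC4beta and mu-opioid receptor | Schedule: Fluo4 dye loading 45 min at room temperature, 110 s recording | Measured by: Kinetic Fluo4 calcium fluorescence, 5 s baseline at 1 Hz | Evaluation: B score of integrated ratio | Controls: Buffer (low) and maximal DAMGO (high)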
Platelet DG rel: platelet dense granule release activity | human platelet-rich plasma, SFLLRN dense granule ATP release, luminescence | inhibition, %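 (compounds screened at 7.5 µM in platelet-rich plasma)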 | actives 0.22% (n = 300,000) | AID 1663;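 active = mean replicate score, as percent of positive control, at or above 50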
TRPC4 inh: inhibitors of mouse TRPC4 channel; B-score at 10 µM; actives 0.39% (n = 300,000); HEK293 TRPC4beta/mu-opioid, DAMGO-evoked Fluo4 calcium flux; active compounds read low; AID 2247;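 active = B-score over 3 SD under the library average, no early fluorescence shift, positive overall ratio signal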
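Assay system: Stable TRPC4beta/mu-opioid receptor HEK293 cells | Reagent: DAMGO in two steps, submaximal then maximal | Compound dosing: Single concentration per test compound | Signal: Fluo4 Ca2+ flux fluorescence | Evaluation: Per-well B score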
KCNK9 inh: blocks the human KCNK9 two-pore domain potassium channel; actives 1.2% (n = 310,000); Q9NPC2; AID 488922; HEK293 KCNK9, FluxOR thallium flux fluorescence; active compounds read low; B-score at 10 µM;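 active = ratio B-score over 3 SD below the library mean, with starting fluorescence within 5 SD of its mean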;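 note: negative B-score means less thallium flux so channel inhibition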
Target sequence (Q9NPC2 whole entry, looked up, the tested form may be a part): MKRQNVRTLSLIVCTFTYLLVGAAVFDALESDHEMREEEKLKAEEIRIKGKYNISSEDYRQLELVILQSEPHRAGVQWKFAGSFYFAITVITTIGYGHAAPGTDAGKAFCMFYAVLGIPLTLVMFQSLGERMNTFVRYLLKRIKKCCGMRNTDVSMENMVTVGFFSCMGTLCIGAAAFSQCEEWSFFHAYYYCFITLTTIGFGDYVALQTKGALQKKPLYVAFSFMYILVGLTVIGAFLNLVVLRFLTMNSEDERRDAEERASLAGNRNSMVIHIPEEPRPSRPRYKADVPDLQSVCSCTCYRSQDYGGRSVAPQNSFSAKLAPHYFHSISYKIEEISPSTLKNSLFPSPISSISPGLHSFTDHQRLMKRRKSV
An asterisk follows results filed as active; i = inactive; / = no result given. A portion of the library, so the mix of outcomes need not match the whole.

SMILES	KCNQ1 pot	Dyrk1A ADPGlo	PolyA inhibitor	hERG protect	KCNQ1 inh	TRPC4 potent	KCNK3 block	TRPC4 agonist	Platelet DG rel	TRPC4 inh	KCNK9 inh
COc1ccc(CNC(=O)C(c2ccco2)N(C(=O)c2ccccn2)c2ccccc2)cc1 (stereo unspecified)	i	0.8	i	2.0	i	i	i	i	2.0	i	i
CC(=C1C(=O)c2ccccc2C1=O)N1CCN(C/C=C/c2ccccc2)CC1	i	10.5	i	-14.4	i	i	i	49*	4.9	i	i
O=C(Nc1nc(-c2cccc3ccccc23)cs1)c1ccc2c(c1)S(=O)(=O)c1ccccc1C2=O	i	16.3	i	-7.3	i	i	i	i	0.9	i	i
O=C(NCCc1ccccc1)C1CCN(S(=O)(=O)c2cccs2)CC1	i	1.7	i	-7.1	i	i	i	i	-4.0	i	i
COc1ccc(CCNC(=O)Cn2c(=O)n(Cc3ccco3)c(=O)c3ccc(Cl)cc32)cc1OC	i	-4.2	i	-14.9	i	i	i	i	-0.1	i	i
COc1cc(C2OCC3C(c4ccc(OC5OC(CO)C(O)C(O)C5O)c(OC)c4)OCC23)ccc1O (stereo unspecified)	i	3.4	i	-3.1	i	i	i	i	0.5	i	i
CCC(=O)N(Cc1ccc(C)cc1)Cc1cc2cc3c(cc2[nH]c1=O)OCO3	i	-4.9	i	-10.7	i	i	i	i	-2.7	i	i
CC(C)(C)CC(C)(C)NCC(O)COCCOc1ccc(Br)cc1 (stereo unspecified)	i	-7.5	i	-13.2	i	i	i	i	13.6	i	i
O=C(CSc1ccc(Cl)cc1)NCc1ccco1	i	3.1	i	-8.2	i	i	i	i	6.1	i	i
COCC(=O)Nc1cc(C)cn(Cc2ccccc2Cl)c1=O	i	2.7	i	-1.7	i	i	i	i	-20.1	i	i
CCOc1ccc(NC(=O)CCN2CCN(S(=O)(=O)c3ccc(OC)cc3)CC2)cc1	i	-5.2	i	-7.4	i	i	i	i	5.5	i	i
O=C1CN=C(Nc2ccccc2Cl)N1c1ccccc1	i	-2.8	i	-2.4	i	i	i	i	8.9	i	i
Cc1ccc(C(=O)N2CCN(c3cnn(C)c(=O)c3Cl)CC2)cc1	i	-5.5	i	-7.5	i	i	i	i	-2.6	i	i
CCC1S/C(=C(\C#N)C(N)=O)N(c2ccc(F)cc2)C1=O (stereo unspecified)	i	-0.7	i	-7.3	i	i	i	i	-1.9	i	i
CCOc1ccc(NC(=O)CSc2ccc(-c3ccco3)nn2)cc1	i	-0.6	i	-5.1	i	i	i	i	-6.7	i	i
Fc1ccc(N2N=C(c3cccs3)CC2c2ccco2)c(F)c1 (stereo unspecified)	i	-0.2	i	-10.4	6*	i	i	i	-1.2	i	i
Cc1cccc(C)c1NC(=O)N1CCCC1C(=O)Nc1ccc(-n2cnnn2)cc1 (stereo unspecified)	i	-6.4	i	-0.7	i	i	i	i	-5.3	i	i
COc1ccc(N(C(C)=O)S(=O)(=O)c2cccs2)cc1	i	-1.4	i	-3.6	i	i	i	i	/	i	i
N#Cc1ccsc1NC(=O)c1cccc(-n2cnnn2)c1	i	-7.9	i	-6.3	i	i	i	i	-0.1	i	i
COc1cc(SC#N)ccc1N=Cc1c(C)[nH]n(-c2cccc3ccccc23)c1=O	i	/	i	-2.8	i	i	/	i	0.7	i	i
Cc1ccc(NC(=O)CC2S/C(=N/N=C/c3c[nH]c4ccccc34)NC2=O)cc1 (stereo unspecified)	i	-3.6	i	-2.8	i	i	i	i	-5.2	i	i
Cc1oc(-c2ccc(Cl)cc2)nc1CN1CCCC(C(=O)NCc2ccco2)C1 (stereo unspecified)	i	-7.0	i	-11.2	i	i	i	i	1.8	i	i
O=C(CN1CCNCC1)NCCSc1ccc(Cl)cc1	i	-1.4	i	-5.8	i	i	i	i	9.0	i	i
COc1ccccc1NS(=O)(=O)c1ccc(NN=C2CCCC2)c([N+](=O)[O-])c1	i	-2.9	i	-12.1	i	i	i	i	-17.6	i	i
O=C(N/N=C/C(Br)=C/c1ccccc1)c1cc(-c2ccco2)[nH]n1	i	/	i	-3.3	i	i	i	i	-11.2	i	i

The listing continues:
SMILES	KCNQ1 pot	Dyrk1A ADPGlo	PolyA inhibitor	hERG protect	KCNQ1 inh	TRPC4 potent	KCNK3 block	TRPC4 agonist	Platelet DG rel	TRPC4 inh	KCNK9 inh
CC(C)OC(=O)c1nnc(Cc2ccc(Cl)cc2)o1	i	11.2	i	-4.8	i	i	i	i	-2.6	i	i
CCn1cc(C(=O)N2CCN(c3ccccn3)CC2)c(=O)c2cc(S(=O)(=O)N(C)C3CCCCC3)ccc21	i	-0.5	i	-14.9	i	i	i	i	-0.3	i	i
CCCCN1CCCCC1C(=O)Nc1c(C)cc(C)cc1C (stereo unspecified)	i	5.0	i	-14.3	i	i	i	i	2.1	i	i
O=C(NCCc1ccccc1)c1c(O)c2cccc3c2n(c1=O)CC3	i	-7.0	i	-6.0	i	i	i	i	-0.1	i	i
Cc1ccc(-c2nnc(SCC(=O)Nc3ccc(N4CCOCC4)cc3)o2)cc1	i	3.3	i	-3.7	i	i	i	i	-4.0	i	i
COCC1CCCCN1C(=O)C1CCN(c2nc(-c3ccccc3)nc3c2CCC3)CC1 (stereo unspecified)	i	-4.9	i	-12.0	i	i	i	i	7.9	i	i
CCOC(=O)c1ccc(N2Cc3ccccc3C2=N)cc1	i	-3.5	i	-7.9	i	i	i	i	5.6	i	i
O=C(NNC(=S)NC(=O)c1cccs1)c1ccc(NC(=O)c2ccccc2)cc1	i	1.7	i	-13.2	i	i	i	i	-13.2	i	i
S=c1[nH]nc(COc2ccccc2)n1C1CCCCC1	i	-6.8	i	-9.3	i	i	i	i	-15.9	i	i
Cc1nc2nc(CNC(=O)OC(C)(C)C)nn2c(C)c1CCC(=O)Nc1ccc2c(c1)OCO2	i	10.3	i	-6.3	i	i	i	i	1.4	i	i
O=C(CSc1ccc(Cl)cc1)Nc1ccc(N2CCN(C(=O)c3ccc(Cl)cc3)CC2)cc1	i	-5.4	i	-18.0	i	i	i	i	-8.0	i	i
COc1ccc(S(=O)(=O)Nc2c(C(=O)O)[nH]c3ccccc23)cc1OC	i	-1.1	i	-9.2	i	i	i	i	-4.5	i	i
O=C(c1ccccc1)c1ccccc1C(=O)N1CCN(C(=O)c2ccccc2)CC1	i	-5.4	i	-8.7	i	i	i	i	2.7	i	i
COC(=O)Cc1ccc2c3ccccc3n(C)c2c1	i	3.5	i	-2.1	i	i	i	i	-8.7	i	i
COc1cc(NC(=O)Cc2nn(C)c(=O)c3ccccc23)cc(OC)c1OC	i	9.4	i	-12.2	i	i	i	i	2.4	i	i
CCO[C@@H]1OC(C(=O)N2CCN(Cc3ccc4c(c3)OCO4)CC2)=C[C@H](C2CC2)[C@H]1CCCO	i	5.3	i	-2.7	i	i	i	i	-1.7	i	i
CCOc1ccc2nc(NCCNC(=S)NCCCN(C)C)c(C#N)cc2c1	i	3.8	i	-19.5	i	i	i	i	0.7	i	i
Cc1c(CCC(=O)O)c(=O)oc2cc3occ(-c4ccc(Br)cc4)c3cc12	i	3.1	i	-2.7	i	i	i	i	-6.5	i	i
O=C(NCc1ccccn1)C1CCCCC1	i	-2.4	i	-11.5	i	i	i	i	-9.9	i	i
COC(=O)CCc1nc2ccccc2nc1OC	i	-0.7	i	-3.2	i	i	i	i	-0.2	i	i
CC(=O)Nc1ccc2nc(NS(=O)(=O)c3ccc(C)cc3)sc2c1	i	/	i	-14.9	i	i	i	i	-5.5	i	i
CCn1c(Cl)c(C=O)s/c1=N\S(=O)(=O)c1ccccc1	i	12.4	i	-26.3	i	i	i	i	-5.2	i	i
COc1cc(NC(=O)CCCC(=O)OCC(F)(F)C(F)F)nc(OC)n1	i	-4.7	i	-2.4	i	i	i	i	-19.8	i	i
Cc1onc(-c2c(Cl)cccc2Cl)c1C(=O)N=S(C)(=O)c1ccccc1 (stereo unspecified)	i	6.7	i	-4.7	i	i	i	i	13.2	i	i
COc1ccc(CNCC(O)COc2cccc3c2OC(C)(C)C3)cc1 (stereo unspecified)	i	/	i	-9.4	i	i	i	i	-40.8	i	i
CC1CCCCN1S(=O)(=O)c1coc(C(N)=O)c1 (stereo unspecified)	i	8.5	i	-2.7	i	i	i	i	-0.5	i	i
CCOc1ccc(/C=C(\C#N)C(=O)c2c(C)[nH]c3ccccc23)cc1OC	i	4.3	i	-7.4	i	i	i	i	-3.8	i	i

A draw from above in order of molar mass, ascending.
SMILES	KCNQ1 pot	Dyrk1A ADPGlo	PolyA inhibitor	hERG protect	KCNQ1 inh	TRPC4 potent	KCNK3 block	TRPC4 agonist	Platelet DG rel	TRPC4 inh	KCNK9 inh
COC(=O)CCc1nc2ccccc2nc1OC	i	-0.7	i	-3.2	i	i	i	i	-0.2	i	i
COC(=O)Cc1ccc2c3ccccc3n(C)c2c1	i	3.5	i	-2.1	i	i	i	i	-8.7	i	i
CCOC(=O)c1ccc(N2Cc3ccccc3C2=N)cc1	i	-3.5	i	-7.9	i	i	i	i	5.6	i	i
COc1ccc(CNCC(O)COc2cccc3c2OC(C)(C)C3)cc1 (stereo unspecified)	i	/	i	-9.4	i	i	i	i	-40.8	i	i
CCOc1ccc2nc(NCCNC(=S)NCCCN(C)C)c(C#N)cc2c1	i	3.8	i	-19.5	i	i	i	i	0.7	i	i
Cc1ccc(-c2nnc(SCC(=O)Nc3ccc(N4CCOCC4)cc3)o2)cc1	i	3.3	i	-3.7	i	i	i	i	-4.0	i	i
Cc1nc2nc(CNC(=O)OC(C)(C)C)nn2c(C)c1CCC(=O)Nc1ccc2c(c1)OCO2	i	10.3	i	-6.3	i	i	i	i	1.4	i	i
O=C(CSc1ccc(Cl)cc1)Nc1ccc(N2CCN(C(=O)c3ccc(Cl)cc3)CC2)cc1	i	-5.4	i	-18.0	i	i	i	i	-8.0	i	i

Source: PubChem BioAssay
